PG9 Ab binder – binds the HIV-1 gp120 antibody PG9. TR-FRET gp120-PG9 antibody binding. inhibition, % at 6.7 µM. 0.43% of 360,000 active; in the data active = inhibition above about 8.5%
SMARCA2 act – SMARCA2 function activation, primary screen. MG213 cells, MMTV-luciferase reporter, dexamethasone, overnight. activation, % at 9.1 µM. 1% of 370,000 active; in the data active = activation above about 7.8%;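 also: 0% = vehicle wells and 100% = reference activator wells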
ASAP1 inh – inhibitors of human ASAP1 ArfGAP activity. Q9ULH1. ASAP1-stimulated ARF1 GTP hydrolysis, GDP FP detection. inhibition, % at 16.5 µM. 0.19% of 360,000 active. AID 624377; in the data active = inhibition above about 25%;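 also: 0% = vehicle with enzyme and substrate and 100% = no enzyme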
Target sequence (Q9ULH1 325-724 limits assumed): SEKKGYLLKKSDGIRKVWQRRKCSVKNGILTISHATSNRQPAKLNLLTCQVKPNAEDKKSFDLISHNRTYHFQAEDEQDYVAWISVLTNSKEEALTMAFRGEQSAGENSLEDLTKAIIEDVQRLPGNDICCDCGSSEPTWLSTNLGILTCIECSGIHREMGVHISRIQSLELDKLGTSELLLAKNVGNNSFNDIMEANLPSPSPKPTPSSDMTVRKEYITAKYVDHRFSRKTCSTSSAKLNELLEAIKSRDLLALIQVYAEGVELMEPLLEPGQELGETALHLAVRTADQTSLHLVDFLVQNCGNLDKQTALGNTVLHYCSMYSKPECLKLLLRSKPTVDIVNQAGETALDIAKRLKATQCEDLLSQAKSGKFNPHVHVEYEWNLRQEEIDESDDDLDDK
NPR2 activator – GC-B (human) receptor activation. P20594. HEK293-GC-B cells, CNP EC30, cGMP TR-FRET; 0% at EC30 CNP, 100% saturating CNP. activation, % at 10 µM. 0.11% of 370,000 active;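 active = activation at 10 µM reaching about 35% in either raw or pattern-adjusted values, limit read from the data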
GC-A act – GC-A (human) enzyme activation; P16066; HEK293 GC-A cells, cGMP TR-FRET, EC30 ANP; 0% at EC30 ANP, 100% saturating ANP; activation, % at 10 µM; 0.14% of 370,000 active; AID 1671463; in the data active = activation above about 40%
ARFGAP1 inhibitor – inhibits rat ARF GTPase activating protein 1 | Arfgap1-stimulated ARF1 GTP hydrolysis, GDP FP detection | inhibition, % at 16.5 µM | 0.26% of 360,000 active | AID 651572;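 active = inhibition above a per-plate limit, mean inhibition of low control wells plus 3 SD, cut at about 25% in these data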;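 also: 0% = DMSO wells with enzyme and 100% = wells lacking Arfgap1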
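Material: rat Arfgap1 catalytic domain, aa 1-136; also added: human ARF1(Δ1-17)-GTP substrate; compound dosing: one concentration, 16.5 µM, DMSO 1.26%; incubation: GTP hydrolysis reaction 2 h at 25 °C; measured by: Tracer-displacement fluorescence polarization with EDTA stop, 620/688 nm; evaluation: % inhibition from polarization; repeats: one replicate per compound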
HTRA1 inh – inhibitors of human serine peptidase HTRA1; Q92743; recombinant HTRA1, FP-rhodamine activity-based probe, fluorescence polarization; inhibition, % at 5.96 µM; 0.5% of 340,000 active; AID 504803; in the data active = inhibition above about 36%;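 also: 0% = enzyme with DMSO and 100% = wells lacking enzyme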
ABHD4 inh – inhibits mouse alpha/beta hydrolase domain 4 | 0.54% of 370,000 active | inhibition, % at 8.92 µM | Q8VD66 | purified mABHD4, FP-Rh probe fluorescence polarization | AID 720543;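 active = inhibition exceeding the mean over every tested compound plus 3 SD, cut at about 30% in these data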;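 also: 0% = plate median of compound wells and 100% = S159A mutant with DMSO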
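Assay system: mABHD4 protein; medium: HEPES pH 7.0, NaCl, Pluronic buffer; dosing: 8.92 µM, single dose; schedule: 45 min + 60 min at 25 °C; signal: FP readout, ex 525 nm / em 598 nm; read-out: normalized percent inhibition of probe labeling; repeats: single replicate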
Rev-erbA mod – modulates human Rev-erb alpha binding to DNA; activity, % at 10 µM; Rev-erbα–FITC-DNA binding, fluorescence polarization, 90 min; 0.79% of 370,000 active;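 active = activity above about 14%, limit read from the data; passing the limit was not always enough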;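 also: 0% = DMSO wells with 35 nM protein and 100% = DMSO wells with 750 nM protein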
Target sequence (P20393 whole entry, looked up): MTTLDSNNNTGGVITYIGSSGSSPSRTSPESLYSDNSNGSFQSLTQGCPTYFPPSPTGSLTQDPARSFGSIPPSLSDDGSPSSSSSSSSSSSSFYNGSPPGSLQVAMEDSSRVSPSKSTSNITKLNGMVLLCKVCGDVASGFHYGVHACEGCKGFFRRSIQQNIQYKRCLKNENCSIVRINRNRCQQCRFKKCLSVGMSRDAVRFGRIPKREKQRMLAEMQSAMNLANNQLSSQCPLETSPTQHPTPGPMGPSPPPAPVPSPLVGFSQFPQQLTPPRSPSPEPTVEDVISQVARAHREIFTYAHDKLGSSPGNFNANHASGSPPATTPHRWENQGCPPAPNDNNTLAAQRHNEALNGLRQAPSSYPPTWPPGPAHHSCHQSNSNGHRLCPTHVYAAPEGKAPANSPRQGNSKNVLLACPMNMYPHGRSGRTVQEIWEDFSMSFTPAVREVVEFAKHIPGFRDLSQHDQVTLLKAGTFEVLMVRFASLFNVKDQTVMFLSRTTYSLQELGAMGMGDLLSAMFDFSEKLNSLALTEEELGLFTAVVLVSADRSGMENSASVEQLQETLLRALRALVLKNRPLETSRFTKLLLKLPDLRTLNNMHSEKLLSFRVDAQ
rCAG binder – binds r(CAG) RNA repeats. inhibition, % at 3 µM. r(CAG) RNA repeat, TO-PRO-1 dye displacement fluorescence. 1.3% of 370,000 active;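 active = inhibition above the plate cutoff, the mean of all test compounds on that plate plus 3 SD, cut at about 35% in these data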;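 also: 0% = DMSO alone and 100% = 100 µM mitoxantrone as full dye displacement; higher means more dye released from RNA so lower well fluorescence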
* = called active by the depositor; · = no result given.

SMILES	PG9 Ab binder	SMARCA2 act	ASAP1 inh	NPR2 activator	GC-A act	ARFGAP1 inhibitor	HTRA1 inh	ABHD4 inh	Rev-erbA mod	rCAG binder
C[C@@H]1CCC(=O)N(C[C@@H](C)CSc2ccc(Br)cc2)CC1	-1.7	0	3	6	3	-4	-15	-3	2	-6
CCOC(=O)C(Cc1ccccc1)C(=O)Nc1cccc(C)c1 (configuration not stated)	-1.5	1	10	2	-4	8	-5	-5	0	-4
CCN1C(=O)[C@H]2[C@@H](c3ccc(-c4ccc(F)cc4)c(OC)c3)N[C@@](C)(C(=O)OC)[C@H]2C1=O	1.2	0	5	0	0	4	-4	2	-1	-1
CN(C(=O)c1ccc(OC2CCN(C(=O)c3cccnc3)CC2)cc1)C1CCCCC1	0.9	3	1	-3	1	-6	3	-3	4	-8
COCCNC(=O)C1CC(=O)N(C2CCCCC2)C1 (configuration not stated)	0.3	2	-1	3	9	10	2	2	3	0
COc1cccc(/C=C/C(=O)Oc2ccc(C(=O)c3ccc(F)cc3)cc2)c1	0.5	-1	-2	-4	6	0	-4	-1	1	2
O=C(CCCN1C(=O)c2cccc3cccc(c23)C1=O)N1CCN(c2ncccn2)CC1	-2.0	4	4	-8	-4	10	-8	-1	4	-1
Cc1cccc(-n2ncc3c2CCCC3NC(=O)C2(C(N)=O)CC2)c1C (configuration not stated)	-1.3	-4	-2	4	-1	17	-1	0	-2	-4
CC(c1ccc(O)cc1)(c1ccc(O)cc1)c1ccc(CCBr)cc1	0.5	-1	10	-3	13	13	-21	-23	-2	2
COc1ccc(CN(CC(=O)NCc2ccc(F)cc2)C(=O)CCC(=O)Nc2nccs2)cc1	-3.7	-1	-4	2	0	-1	7	-4	1	0
CCOC(=O)c1c(NC(=O)CSc2nnc(CNc3ccc(F)cc3)o2)sc(C)c1C	0.6	-4	-3	-9	-16	4	-18	-3	5	1
COc1ccccc1N1C(=O)c2ccc(C(=O)Nc3cccc(C(C)=O)c3)cc2C1=O	-3.9	2	7	-1	3	1	-26	2	2	11
CC12CCC(=O)C=C1CCC1C2C(O)CC2(C)C1CCC2(O)C(O)CO (configuration not stated)	2.4	2	0	2	4	-2	·	-3	7	1
O=C(CN1C(=O)NC2(CCc3ccccc32)C1=O)NCC(F)(F)F (configuration not stated)	-0.2	-1	1	4	-2	-7	-2	-2	4	4
Cc1c(C(=O)N2CC(C)OC(C)C2)oc2ccccc12 (configuration not stated)	1.8	-2	-6	1	0	2	4	8	-3	-3
O=C(N/N=C/c1ccco1)C1CC(=O)N(c2ccccc2)C1 (configuration not stated)	-1.0	0	12	4	-2	4	1	-1	-1	-3
Cc1cc(C(=O)N/N=C/c2ccccc2Br)no1	-1.4	-1	4	-2	1	5	3	5	0	0
CCCCN(C(=O)CCC(=O)O)C1CC(=O)N(c2ccc(OCCC)cc2)C1=O (configuration not stated)	1.3	-2	-10	-13	-11	-10	-1	-2	6	5
CCCCCn1c(=O)[nH]c2cc(C(=O)NCCCN3CCC(C)CC3)ccc2c1=O	-2.6	-1	-11	·	·	8	7	-3	·	2
COc1cc(NC(=O)c2cccs2)c(OC)cc1NC(=O)CCn1nnc2ccccc21	-1.5	-1	-4	1	6	10	-5	-4	0	-4
Cc1cc2c(ncn2Cc2ccccc2)c(NS(C)(=O)=O)c1C	1.3	0	-3	1	2	5	-9	-2	6	2
COc1ccccc1C1C2=C(N=c3s/c(=C/c4cccc(OCC(=O)O)c4)c(=O)n31)c1ccccc1CC2 (configuration not stated)	-1.5	-4	-3	0	-4	-2	-51	-18	-4	59*
Clc1cccc(OCCCCCN2CCOCC2)c1	-0.2	1	-14	-2	3	3	9	1	-1	-12
O=C(NC1CCN(C(=O)c2ccccc2Br)CC1)c1ccccc1	0.6	-4	1	0	-2	6	-10	4	1	-3
O=C(CSCC(=O)N1CCCCC1)Nc1nc(-c2cccs2)cs1	-1.0	-2	-5	-7	13	-5	-12	2	1	3
CCOC(=O)C1CCCN(C(=S)NC(=O)c2cc(Br)ccc2Cl)C1 (configuration not stated)	-1.3	-3	-6	-2	-4	5	-1	-1	-8	-2
Cc1ccccc1C(=O)O[C@H]1[C@H](Cc2ccccc2)NS(=O)(=O)[C@H]2CC3C=C[C@]12O3	1.7	-1	-4	-1	-1	4	-45	-17	4	19
NC(=O)c1cc(Br)cc2c3c([nH]c12)CCCC3	-0.7	2	14	-9	-10	11	-19	4	8	4
O=C(Nc1ccc(O)cc1)c1ccc2c(c1)C(=O)N(Cc1ccco1)C2=O	-2.5	2	0	-3	7	-11	-1	9	-1	14
CCc1ccc(OCC(=O)OCC(=O)c2c(N)n(C)c(=O)n(C)c2=O)cc1	-0.1	0	-6	-2	8	7	-5	-3	-1	-4
O=C(NCc1cccs1)c1cccc(Nc2nc3ccc(Br)cc3[nH]2)c1	0.6	-1	-2	-3	-1	15	7	14	4	1
O=C(NOCc1ccccc1)c1ccc([N+](=O)[O-])cc1	-3.5	5	-15	2	0	-11	-4	-2	8	1
NC(=O)CSc1nc2ccccc2n1-c1ccccc1	-0.9	-3	-1	3	-1	-4	-3	4	-2	-4
CN(CC(=O)Nc1ccccc1Cl)C(=O)COC(=O)c1nc(Cl)ccc1Cl	-0.4	-3	14	0	2	-8	-3	1	-4	-1
CC(Oc1ccc(Cl)cc1Cl)C(=O)Nc1ccc2oc(-c3ccncc3)nc2c1 (configuration not stated)	1.0	-3	-2	-17	-20	-2	-5	6	8	6
COc1cccc(NC(=O)Nc2ccccc2C(N)=O)c1	-0.7	-3	-7	0	1	17	-1	-1	-1	-4

Reprinted from the part before: three compounds, then new ones.
SMILES	PG9 Ab binder	SMARCA2 act	ASAP1 inh	NPR2 activator	GC-A act	ARFGAP1 inhibitor	HTRA1 inh	ABHD4 inh	Rev-erbA mod	rCAG binder
CN(CC(=O)Nc1ccccc1Cl)C(=O)COC(=O)c1nc(Cl)ccc1Cl	-0.4	-3	14	0	2	-8	-3	1	-4	-1
CC(Oc1ccc(Cl)cc1Cl)C(=O)Nc1ccc2oc(-c3ccncc3)nc2c1 (configuration not stated)	1.0	-3	-2	-17	-20	-2	-5	6	8	6
COc1cccc(NC(=O)Nc2ccccc2C(N)=O)c1	-0.7	-3	-7	0	1	17	-1	-1	-1	-4
CCCCNC(=O)O[C@@H]1C[C@H]2CCC(=O)N3CC[C@@H](C1)[C@@H]23	-2.6	1	2	-1	2	3	-7	7	0	-4
Brc1ccc(-c2csc3[n+]2CCCCC3)cc1	-2.7	-5	8	5	2	0	2	3	-5	3
Cc1ccc(SCCC(=O)OCC(=O)Nc2ncc(Cl)cc2Cl)cc1	-1.8	-2	-17	-4	1	-3	-8	3	2	1
Cc1ccc2occ(CN3CCN(c4ccccc4)CC3)c(=O)c2c1	-1.6	-1	10	7	2	1	-6	-3	0	-3
CC(C)Oc1ccc(C(=O)NCCNC(=O)c2ccco2)cc1	-0.9	0	7	7	1	-13	1	-4	3	0
Cc1cc(=O)oc2cc(OCCc3ccccc3)ccc12	-1.5	8.6*	14	-5	-1	2	-18	-7	-5	-3
Cc1ccc(CCNC(=O)CN(C)S(=O)(=O)c2cnc[nH]2)cc1	1.2	-1	-6	1	4	9	-4	-7	10	1
CCOC(=O)c1c(C)[nH]c(C(=O)COc2ccc3c(c2)OCO3)c1C	3.1	-1	-12	15	18	-1	-10	-10	-2	9
CCOC(=O)c1nnn(-c2nonc2N)c1-c1cccc2ccccc12	2.8	-2	-4	-4	-6	14	-19	-5	-2	-3
COc1cc(/C=C/C(=O)OCC(=O)NC(=O)NC2CCCCC2C)ccc1OC(F)F (configuration not stated)	-0.7	5	-6	4	0	-16	1	-8	10	-1
O=C1COc2ccc(C(=O)COC(=O)c3nc(Cl)ccc3Cl)cc2N1	0.8	-1	2	-2	4	9	3	7	-3	0
CC1(C)CC(=O)C=C(NCCO)C1	1.2	-7	4	3	3	0	0	11	10	-3
C/C(=N\NC(=O)c1cccc(S(=O)(=O)Nc2ccc(C)cc2C)c1)c1ccncc1	-0.5	-2	-3	-6	-5	-4	-7	-8	-2	8
Cc1ccc(S(=O)(=O)Oc2ccccc2/C=N/NC(=O)c2nn(C)cc2[N+](=O)[O-])cc1	-0.1	-3	9	-2	-4	-3	4	-2	-3	1
CCOC(=O)c1oc2ccccc2c1NC(=O)COc1ccc(F)cc1	·	·	·	-2	1	·	-3	·	7	·
CCn1c2ccccc2c2n[nH]c(=S)nc21	-1.8	4	6	3	1	12	-1	4	1	0
O=C(CCc1ccccc1)N[C@H]1[C@@H](OC(=O)c2ccco2)CCC[C@@]12C(=O)N(Cc1ccccc1)c1ccccc12	·	0	·	-1	-2	·	·	1	-2	8
COc1cc(/C=N\NC(=O)c2ccc(-c3ccccc3)cc2)cc(Br)c1O	-4.7	3	3	-1	6	-9	-7	12	-5	25
O=C(Cn1c(=O)oc2cc(S(=O)(=O)N3CCCCC3)ccc21)N1CCc2ccccc2C1	-0.4	-2	-12	4	3	-14	-2	-1	-5	2
Cc1ccc(-n2ncc(Cl)c2C(=O)NCc2ccccc2)cc1	-0.1	0	-4	1	6	-3	-8	0	3	-3
CC1CN(CC(O)COc2ccc(C(=O)c3ccccc3)cc2)CC(C)O1 (configuration not stated)	2.1	-7	-7	1	2	-16	-4	-2	1	-3
Cc1cc(=O)n(-c2ccc3ccccc3n2)[nH]1	-0.8	-1	6	2	1	7	18	4	2	3
CNS(=O)(=O)c1ccc2c(c1)NC(=O)C1CCCN21 (configuration not stated)	-0.1	2	4	-2	1	4	-6	-2	4	4
COc1ccc(CC(NC(C)=O)C(=O)NC2CCN(C(=O)Nc3ccccc3Cl)CC2)cc1OC (configuration not stated)	2.7	-2	-4	7	-3	-14	7	-10	2	-1

SMARCA2 act, what is marked active above.
| compound | PG9 Ab binder | SMARCA2 act | ASAP1 inh | NPR2 activator | GC-A act | ARFGAP1 inhibitor | HTRA1 inh | Rev-erbA mod |
| --- | --- | --- | --- | --- | --- | --- | --- | --- |
| Cc1cc(=O)oc2cc(OCCc3ccccc3)ccc12 | -1.5 | 8.6* | 14 | -5 | -1 | 2 | -18 | -5 |

(further entries)
SMILES	PG9 Ab binder	SMARCA2 act	ASAP1 inh	NPR2 activator	GC-A act	ARFGAP1 inhibitor	HTRA1 inh	ABHD4 inh	Rev-erbA mod	rCAG binder
Cc1c(C(=O)NCc2cccc(Cl)c2)sc(=O)n1Cc1cccc(F)c1	-3.0	-2	6	-1	-1	-3	·	-16	4	-1
C[C@H]1CN([C@@H](C)CO)S(=O)(=O)c2ccc(/C=C/c3ccccc3)cc2O[C@H]1CN(C)C(=O)NC1CCCCC1	-1.6	-3	4	5	-5	1	-42	-38	2	11
Cc1cccc(NC(=O)c2cc(NC(=O)c3ccco3)ccc2N2CCCCC2)c1	·	·	·	11	7	·	1	·	10	·
O=C(NCc1ccc(OC(F)(F)F)cc1)c1ccc2c(c1)S(=O)(=O)c1ccccc1C2=O	-2.7	0	8	1	-2	6	-8	0	6	15
CCOC(=O)c1cnn(-c2nc(-c3ccc(C)cc3)cs2)c1C(F)(F)F	2.0	-2	8	-4	3	-2	1	-2	12	0
NS(=O)(=O)c1ccc(CNC(=O)c2ccc(C(=O)c3ccccc3)cc2)cc1	-3.3	2	6	-1	-6	5	-6	-4	-6	14
COc1ccc(NC(=O)CN(C)S(=O)(=O)c2ccc(Br)s2)cc1	-1.1	0	10	-4	3	4	-3	-3	-7	1
Cc1ccc(S(=O)(=O)NC(=O)COc2ccccc2C)c(C)c1	-4.4	-2	-9	0	1	-5	-3	-3	-4	11
